High-throughput results: PubChem BioAssay, National Center for Advancing Translational Sciences (NCATS)
Imprint erasure: genomic imprint erasure induction; mouse ES Peg3-LacZ reporter, beta-gal luminescence, 40 h; Potency, µM (series often up to 60.7 µM), without a hit: at the highest dose activity change, positive = activation, usual class: activators; 0.02% of 110,000 active; AID 1948;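 note: 0% = negative control wells on the plate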
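Gelatin-coated wells received 300 freshly trypsinized female ES cells with a Peg3LacZ-Neo reporter on the maternal allele, then incubated 40 hours at 37C. BetaGlo was added for 5 minutes at room temperature before a single luminescence read.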
p53ts 39C kill: cytotoxicity in p53ts cells at nonpermissive temperature | Potency, µM (series often up to 46.1 µM), without a hit: at the highest dose activity change, negative = cell killing, actives largely listed as cytotoxic | H1299-p53A138V viability at 39C, ATP luminescence, 24 h | 1.5% of 130,000 active; note: nearly all actives have a fitted effect of over 55% in size
IkB signaling: inhibitors of IkB signaling in ABC-DLBCL cells. ABC-DLBCL IkBa-CBG/CBR dual luciferase ratio, 4 h; response scale: scaled: untreated 0%, proteasome inhibitor 100%. Potency, µM (doses to about 57.1 µM), for the others: at the top dose IkBa stabilization activation. 0.04% of 110,000 active; active = well fitted curve in the direction sought with a large enough effect in the signal ratio, not every such curve was filed as active; inconclusive = small, poorly fitted or top-dose-only effect, or a change in a side signal; the % refers to the signal ratio;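 note: the direction sought is a rising ratio; 0% = basal untreated cells and 100% = reference inhibitor full response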
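Curves were fitted separately to fusion (green), unfused (red) and ratio luminescence, then classed by r2, magnitude and activity. Cells: OCI-Ly3, 4 h compound plus doxycycline at 37C; 10 uM MG-132 defined full response.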
p53ts 32C kill: p53ts cell cytotoxicity, permissive temperature; Potency, µM (series often up to 46.1 µM), without a hit: at the highest dose activity change, negative = cytotoxicity, actives largely listed as cytotoxic; AID 924; H1299-p53A138V at 32C, ATP luminescence viability, 24 h; 0.93% of 130,000 active;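 note: 0% = DMSO and -100% = full killing by reference compound; nearly all actives have a fitted effect of over 55% in size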
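Cells: H1299 p53ts (A138V), 600/well, pre-incubated 16–30 h at 37C. Cpd up to 46 uM, 24 h, 32C. Readout: ATPlite luminescence, 20 min RT. Normalization: DMSO vs tamoxifen 100 uM. AC50 by Hill equation.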
An asterisk follows results filed as active; ? = inconclusive; . = not tested or not shown; & = joins results of further samples; [ ] = dose if it differs, or a comment. Unless noted, calls come from the whole dose curve; as a rule, active = well fitted curve in the direction sought with a large enough effect; inconclusive = small, poorly fitted or top-dose-only effect, or another doubt; inactive = no such curve, though single readings can be large; an effect the other way counts as inactive or inconclusive. Unless noted, % is set by controls: 0 for no effect and ±100 for the full control effect; potency is the fitted concentration of half-maximal effect.

Start of the listing, in advance (2 entries):
The line under a structure holds: Imprint erasure	p53ts 39C kill	IkB signaling	p53ts 32C kill
Cn1c(=O)c2c(nc(N3CCCCCC3)n2CC(O)COc2ccccc2)n(C)c1=O (stereo not drawn)
 : 2%	8%	4.1%	-2%
CN1CCN(C(=O)c2ccc(C3SCC(=O)N3Cc3ccco3)cc2)CC1 (stereo not drawn)
 : -12%	7%	0.0%	16%

Results, previewed entries included:
The line under a structure holds: Imprint erasure	p53ts 39C kill	IkB signaling	p53ts 32C kill
Cn1c(=O)c2c(nc(N3CCCCCC3)n2CC(O)COc2ccccc2)n(C)c1=O (stereo not drawn)
 : 2%	8%	4.1%	-2%
CN1CCN(C(=O)c2ccc(C3SCC(=O)N3Cc3ccco3)cc2)CC1 (stereo not drawn)
 : -12%	7%	0.0%	16%
CCOCCOC(=O)c1ccc(NC(=O)/C=C/c2ccc(OC)c(OC)c2)cc1
 : -26%[10.9 µM]	-20%	?	-3%
O=C(COc1ccccc1)NCCc1cn2ccsc2n1
 : -12%	21%	1.5%	4%
CCOC(=O)N1CCN(Cc2cc(=O)oc3cc4c(cc23)CCC4)CC1
 : 5%	2%	-1.0%	0%
COc1ccc(-c2cc(C(=O)Nc3c(Cl)cccc3Cl)no2)cc1OC
 : 7%[10.9 µM]	-24%	?	9%
CCOC(=O)c1c(C)c(C(=O)NCCN2CCOCC2)c(C)n1CC
 : -12%	3%	0.6%	-9%
COc1cccc(-c2noc(-c3cc(C(C)C)[nH]n3)n2)c1OC
 : 11%[10.9 µM]	-20%	-1.5%	-16%
CCc1ccc(C2CC(c3ccc(C)cc3)Nc3nc(N)nn32)cc1 (stereo not drawn)
 : 5%	-8%	-1.8%	11%
COC(=O)c1ccc(NC(=O)c2cccc(OC)c2)cc1
 : -86%[inhibitor]	?	?	13µM*
CCOC(=O)c1ccccc1NC(=O)CN(c1cccc(OC)c1)S(C)(=O)=O
 : -13%	4%	0.7%	5%
COc1cc(OC)cc(N2C(=O)CSC23C(=O)Nc2ccccc23)c1 (stereo not drawn)
 : 19%[10.9 µM]	-4%	0.9%	3%
COc1ccc(OCC(=O)N2CCN(C(=O)c3ccccc3)CC2)cc1
 : 9%	4%	-1.5%	3%
Cc1ccc(Cl)cc1N1CCN(C(=O)CCCCCn2c(=O)[nH]c3ccccc3c2=O)CC1
 : -5%[10.9 µM]	?	?	?
COC(=O)c1cn[nH]c1N
 : -10%	-3%	-0.6%	-3%
CCn1c(COc2ccc(Cl)cc2)nnc1SCC(=O)Nc1ccc2c(c1)OCO2
 : 0%	-10%	1.9%	4%
O=C(CN1CCCN(Cc2ccccc2Cl)S1(=O)=O)NCc1ccccc1
 : 12%[10.9 µM]	20%	?	5%
Nc1ccccc1-c1nnn(CC(=O)N2CCCc3ccccc32)n1
 : .	7%	.	-7%
O=C(CNC(=O)c1ccc(Cl)cc1)OCc1cc(=O)n2nc(C3CCCCC3)sc2n1
 : 4%[10.9 µM]	13%	0.1%	6%
COc1cccc(N2CCN(C(=O)C3Cc4ccccc4N3C(C)=O)CC2)c1 (stereo not drawn)
 : -12%[10.9 µM]	3%	?	8%
O=C(NC1CC(=O)N(c2ccccc2)C1)c1ccc(S(=O)(=O)N2CCCCC2)cc1 (stereo not drawn)
 : 8%[10.9 µM]	-5%	?	-2%
COC(=O)c1ccc(NC(=O)CN2CCN(c3ccc(Cl)cc3)CC2)cc1
 : -7%[10.9 µM]	-5%	?	-9%
COc1cc(C2c3c(oc4ccccc4c3=O)C(=O)N2Cc2ccc(C)cc2)ccc1O (stereo not drawn)
 : -11%[10.9 µM]	5%	1.8%	12%
COCCn1c(COC)nc2ccccc21
 : 11%	2%	0.3%	10%
Cc1cccc(Cn2cc(S(=O)(=O)c3ccc(Cl)cc3)c(=O)c3cc4c(cc32)OCO4)c1
 : -9%[10.9 µM]	0%	?	13%
CN1C(=S)SC(/[N+]([O-])=C/c2cccnc2)C1(C)C (stereo not drawn)
 : 1%	5%	1.5%	1%
Cc1cc(C)c2ccc(N)nc2c1O
 : -26%	?	5µM*	-22%
C[C@H]1C[C@]2(O[C@@H]2C)C(=O)O[C@@H]2CCN(C)C/C=C(/COC(=O)[C@]1(C)O)C2=O
 : 0%	0%	.	-5%
CNC(=O)C1=NCCCc2cc(OC)c(OC)cc21
 : 7%	17%	0.3%	-5%
O=C(NCC1CCCO1)c1nn2c(c1Cl)NC(c1ccc(F)cc1)CC2C(F)(F)F (stereo not drawn)
 : -14%	-6%	-0.1%	-7%
O=C(NCc1ccccc1Cl)c1ccc2c(c1)NC(=O)C(CS(=O)(=O)Cc1ccc(F)cc1Cl)N2 (stereo not drawn)
 : 7%[10.9 µM]	?	7.0%	-4%
CCCCNC(=O)c1cc2c(=O)n3cccc(C)c3nc2s1
 : 6%[10.9 µM]	-2%	-1.9%	4%
Cc1cc(C(F)F)n2nc(C(=O)Nc3ccc(S(=O)(=O)N4CCCCCC4)cc3)nc2n1
 : -13%	4%	0.1%	2%
COc1ccccc1NC(=O)c1cc2c(-c3ccccc3)nn(-c3ccccc3)c2s1
 : 8%[10.9 µM]	?	13%	?
CCS(=O)(=O)n1nc(-c2ccccc2)nc1NCc1ccco1
 : -5%	1%	1.3%	-2%
CCC(c1nnnn1CCc1ccccc1)N1CCN(c2ccc(OC)cc2)CC1 (stereo not drawn)
 : -12%	1%	0.5%	5%
CCOc1ccc(CCNC(=O)CS(=O)(=O)Cc2nc(-c3ccc(OC)cc3)oc2C)cc1
 : -16%[10.9 µM]	-7%	?	1%
COc1cccc(C2C3=C(CCCC3=O)Nc3nc4ccccc4n32)c1OC (stereo not drawn)
 : -14%	-12%	0.7%	-3%
Cc1ccc2nc3n(c(=O)c2c1)CCCCC3
 : .	10%	.	-14%
O=C(Nc1cccnc1)c1cccnc1Cl
 : .	-1%	.	5%

A different layout for part of the listing above:
COc1cccc(C2C3=C(CCCC3=O)Nc3nc4ccccc4n32)c1OC (stereo not drawn)
- Imprint erasure = -14%
- p53ts 39C kill = -12%
- IkB signaling = 0.7%
- p53ts 32C kill = -3%

Cc1ccc2nc3n(c(=O)c2c1)CCCCC3
- Imprint erasure = .
- p53ts 39C kill = 10%
- IkB signaling = .
- p53ts 32C kill = -14%

O=C(Nc1cccnc1)c1cccnc1Cl
- Imprint erasure = .
- p53ts 39C kill = -1%
- IkB signaling = .
- p53ts 32C kill = 5%

Next part:
The line under a structure holds: Imprint erasure	p53ts 39C kill	IkB signaling	p53ts 32C kill
CCOc1ccc(Nc2nc(Nc3ccc(OCC)cc3)nc(N3CCOCC3)n2)cc1
 : -1%[10.9 µM]	-25%	3.3%	-1%
OC[C@H](CCc1c[nH]c2ccccc12)c1c[nH]c2ccccc12
 : 9%[10.9 µM]	-10%[9.22 µM]	-0.2%[11.4 µM]	30%[activator][9.22 µM]
COc1cccc(-c2nc(SCC(=O)NCc3ccco3)c3c(=O)n(C)c(=O)n(C)c3n2)c1
 : 4%[10.9 µM]	-6%	0.7%	-2%
O=S(=O)(Nc1ccc(-c2ccc(N3CCCC3)nn2)cc1)c1cccc(C(F)(F)F)c1
 : -6%[10.9 µM]	-1%	-0.4%	2%
O=C(Nc1ccc(Cl)c(C(F)(F)F)c1)N1CCCC(O)C1 (stereo not drawn)
 : -9%	-21%	-0.4%	-9%
CN1c2ccc(Cl)cc2-c2nc(SCC(=O)Nc3cc(F)ccc3F)ncc2S1(=O)=O
 : -7%[10.9 µM]	-4%	-0.5%	-14%
COc1cc(OC)c(C2SCCN2S(=O)(=O)c2ccc(F)cc2)cc1OC (stereo not drawn)
 : .	12%	-0.9%	-3%
Cc1oc(-c2ccc(Cl)cc2)nc1CS(=O)CC(=O)NCCc1ccccc1 (stereo not drawn)
 : -13%[10.9 µM]	-6%	?	-1%
COC(=O)c1cc2occc2n1CC(=O)Nc1cc(OC)cc(OC)c1
 : 7%	-3%	0.8%	?
O=C(NC1CCCC1)C(c1cccs1)N(CC1CCCO1)C(=O)Cc1cccs1 (stereo not drawn)
 : -18%	4%	2.2%	12%
COc1ccccc1Cc1nc2ccccc2nc1SCC(=O)NCc1ccc(C)cc1
 : 10%[10.9 µM]	4%	-0.8%	4%
COc1ccccc1NC(=O)Cn1nnc(C(=O)NCc2cccs2)c1N
 : -10%[10.9 µM]	3%	-0.1%	16%
Cc1noc(C)c1C(=O)N1CCc2ccccc21
 : -12%	5%	0.8%	4%
C=CCn1c(SCC(C)=O)nnc1-c1cc(-c2ccccc2)sc1N
 : .	7%	.	1%
O=C(CSc1nnc(CN2CCOCC2)n1-c1ccc(Cl)cc1)N1CCc2ccccc21
 : 10%	15%	0.5%	8%
CCN1CCN(c2cc(C)c3cc(NC(=O)c4ccncc4)ccc3n2)CC1
 : -9%	20%	-1.6%	-10%
Cc1ccccc1-c1cncnc1NCc1cccnc1
 : -5%	-3%	4.2%[11.4 µM]	6%
COc1ccccc1O
 : 0%&-3%&3%	-6%&3%&0%	-2.0%&1.0%&0.6%	?
Cc1ccc2c(=O)cc(C(=O)Nc3c(C(=O)Nc4cccc(Cl)c4)oc4ccccc34)oc2c1
 : 4%[10.9 µM]	0%	-0.9%	-1%
O=C(NC(=O)N1CCN(c2ccccc2F)CC1)c1ccccc1
 : -16%	-5%	-0.6%	-6%

Next entries:
SMILES,Imprint erasure,p53ts 39C kill,IkB signaling,p53ts 32C kill
COc1cc(NC(=O)CCS(=O)(=O)c2nc(-c3cccs3)cc(C(F)(F)F)n2)cc(OC)c1OC,-8%[10.9 µM],13µM*,?,-19%
O=C(Cn1cccc1)N1CCN(c2ccc(F)cc2)CC1,-7%,5%,-0.6%,0%
CCCCc1nn2c(=O)cc(COC(=O)C(C)Oc3ccccc3)nc2s1 (stereo not drawn),-17%[10.9 µM],13%,-0.6%,6%
Cc1nn(-c2ccccc2)c2c1C1(C(=O)N(C(C)C)c3ccccc31)C(C#N)=C(N)O2 (stereo not drawn),-23%,0%,4.9%,2%
Cc1ccccc1OCC(=O)Nc1ccc2nc(SCC(=O)N3CCCC3)sc2c1,-13%[10.9 µM],-25%,?,?
C[N+](C)(C)CCCCCNCC12CC3CC(CC(C3)C1)C2,-9%,-14%,-0.2%,-4%
CCOC(=O)c1ccc(N2C(=O)c3n[nH]c(-c4ccco4)c3C2c2ccc(O)cc2)cc1 (stereo not drawn),-4%[10.9 µM],7%,?,-5%
CN1CCN(S(=O)(=O)c2ccc(NC(=O)c3csc4ccccc34)cc2)CC1,-11%,1%,?,5%
NC(=O)c1c(NC(=O)CSc2nnc(-c3ccco3)n2-c2ccccc2)sc2c1CCC2,-18%,-6%,?,-16%
Cc1ccc(CN(C(=O)COc2ccc([N+](=O)[O-])cc2)c2ccccn2)cc1,-10%[10.9 µM],-22%,0.7%,-15%
CCOc1ccc(CNC(=O)C2=Cc3cc(Br)ccc3OC2)cc1OC,-5%[10.9 µM],-16%,?,4%
Cc1sc(-c2cc3c([nH]c2=O)CC(c2ccccc2)CC3=O)nc1-c1ccc(Cl)cc1 (stereo not drawn),-25%[10.9 µM],4%,?,13%
C=CCn1c(SCCCC)nc(O)cc1=O,-10%,7%,6.9%,15%
O=C(c1ccc2c(c1)OCO2)N(c1ccc(Cl)cc1)C1C=CS(=O)(=O)C1 (stereo not drawn),-8%,-5%,0.0%,6%
CCc1ccc(OCC(=O)N(C)C)c(Br)c1,-12%,3%,-0.1%,-1%
COc1cccc(NC(=O)Cn2c(=O)n(CCc3ccc(OC)c(OC)c3)c(=O)c3ccccc32)c1,-9%[10.9 µM],-10%,?,9%
Cc1nn(-c2ccc(F)cc2)c(C)c1NS(=O)(=O)c1ccc(Cl)cc1,-11%,-6%,3.0%,-4%
O=C(NC1CC1)C1CCCN1S(=O)(=O)c1ccc2ccccc2c1 (stereo not drawn),-10%,21%,0.3%,7%
COCCn1c(SCC(=O)c2ccccc2)nc2c(c1=O)SC(C)C2 (stereo not drawn),-16%,0%,0.3%,3%
COc1ccc2c(c1)c(=O)oc1cc(OCC(=O)N3CCC(C)CC3)ccc12,-4%,-25%,0.6%,-22%
Cc1cc(C)c(C#N)c(SC2CCCCC2=O)n1 (stereo not drawn),-14%,5%,?,2%
